PAFAH2 FP inh: PAFAH2 (human) inhibition; recombinant PAFAH2, FP-rhodamine activity probe, fluorescence polarization; inhibition, % at 3.39 µM; 0.99% of 340,000 active;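 active means inhibition above the mean over all tested compounds plus 3 SD, cut at about 30% in these data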;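 further: inhibitors block probe labeling of enzyme so polarization drops; 0% = enzyme with DMSO and 100% = wells lacking PAFAH2 protein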
CTSL1 counter: counter-screen for PFM18AAP inhibitors: inhibitors of F. hepatica cathepsin L1 | recombinant F. hepatica cathepsin L1, Z-Leu-Arg-MCA fluorescence | inhibition, % at 5.96 µM | 0.49% of 300,000 active;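 active means inhibition above the mean of all tested compounds plus 3 SD, set per screening campaign, cut at about 17% in these data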;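 further: 0% = plate median of test compound wells and 100% = 1 µM Z-Phe-Ala-diazomethylketone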
core dimer inh: HCV core protein dimerization inhibition | inhibition, % at 5 µM | AID 1899 | TR-FRET GST/Flag-core106 dimerization, 1536-well | 0.33% of 300,000 active;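 active means inhibition above the mean of all tested compounds plus 3 SD, set per screening campaign, cut at about 45% in these data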
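test system = GST/Flag-tagged HCV core106 proteins | probe or stimulus = Eu donor and XL665 acceptor anti-tag antibodies | times = compound-protein-antibody incubation 4 h at 22.5 °C | signal = TR-FRET, excitation 340 nm, emission 617 and 671 nm | measure = percent inhibition of core106 dimerization signal | controls = wells lacking GST-core106 and wells with excess unlabelled core106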
TPT1 inh: inhibitors of Candida albicans tRNA 2'-phosphotransferase TPT1; 0.81% of 300,000 active; recombinant caTPT1, FP RNA substrate dephosphorylation; inhibition, % at 5 µM;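 active means inhibition above the mean of all tested compounds plus 3 SD, set per screening campaign, cut at about 24% in these data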;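 further: plate controls were DMSO alone for no effect and ferristatin control at 100 nM for full effect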
proCasp7 act: activates human procaspase-7, counter-screen for procaspase-3 activators. P55210. recombinant procaspase-7, Ac-DEVD-pNA absorbance 405 nm; D23A/D198A/D206A triple mutant, cannot self-cleave; scale: DMSO 0, 5 µM enzyme 100. activation, % at 8.5 µM. 0.093% of 330,000 active;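 active means percent activation above the screen-wide mean plus 3 SD, cut at about 25% in these data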
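Assay system: Uncleavable procaspase-7 mutant enzyme / Input: 2 µM procaspase-7 mutant as dispensed / Dosing: single nominal 8.5 µM compound dose, 0.8% DMSO final / Timing: 1 h enzyme–compound preincubation and 2 h substrate reaction, both 25 °C / Detection: p-Nitroaniline absorbance at 405 nm, read at 0 and 120 min / Replication: singlicate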
AHR activator: human AHR activation; AHR-responsive luciferase reporter cells, luminescence; activation, % at 5 µM; 2.5% of 320,000 active; in the data active means activation above about 47%;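 further: 0% = vehicle wells and 100% = reference agonist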
Target sequence (P35869 whole entry, looked up): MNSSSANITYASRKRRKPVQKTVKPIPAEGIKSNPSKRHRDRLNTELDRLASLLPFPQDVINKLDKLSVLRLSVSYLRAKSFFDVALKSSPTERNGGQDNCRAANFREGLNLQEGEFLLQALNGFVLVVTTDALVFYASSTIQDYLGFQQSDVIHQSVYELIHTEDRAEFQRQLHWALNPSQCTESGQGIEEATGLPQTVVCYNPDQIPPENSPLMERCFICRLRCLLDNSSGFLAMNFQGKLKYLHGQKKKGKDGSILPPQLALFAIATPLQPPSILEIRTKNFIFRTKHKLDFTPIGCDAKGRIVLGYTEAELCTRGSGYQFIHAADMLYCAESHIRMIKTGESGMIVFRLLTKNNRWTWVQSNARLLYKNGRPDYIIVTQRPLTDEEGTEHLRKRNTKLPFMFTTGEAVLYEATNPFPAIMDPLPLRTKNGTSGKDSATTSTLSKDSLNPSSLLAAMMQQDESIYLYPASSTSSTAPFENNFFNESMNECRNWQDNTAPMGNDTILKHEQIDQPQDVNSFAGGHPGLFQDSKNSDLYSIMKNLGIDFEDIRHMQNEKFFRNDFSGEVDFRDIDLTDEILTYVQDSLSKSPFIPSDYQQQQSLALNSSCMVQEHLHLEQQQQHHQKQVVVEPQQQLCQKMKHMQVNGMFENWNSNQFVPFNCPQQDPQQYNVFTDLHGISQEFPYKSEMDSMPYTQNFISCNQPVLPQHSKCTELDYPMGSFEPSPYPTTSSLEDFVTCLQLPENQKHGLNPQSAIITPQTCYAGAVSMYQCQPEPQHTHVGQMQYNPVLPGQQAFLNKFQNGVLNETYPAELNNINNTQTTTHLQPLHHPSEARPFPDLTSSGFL
proCasp3 act: activators of human procaspase-3 | P42574 | recombinant procaspase-3 D3A, Ac-DEVD-pNA absorbance 405 nm | activation, % at 8.5 µM | 0.11% of 330,000 active;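 active means activation above the mean of all tested compounds plus 3 SD, cut at about 21% in these data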;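 further: 0% = DMSO alone and 100% = DMSO wells spiked with extra 5 µM PC-3 D3A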
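Compound: 8.5 µM single point, 0.8% DMSO / Material: Autoprocessing-dead procaspase-3 D3A mutant enzyme / Timing: 1 h preincubation plus 2 h reaction at 25 °C / Medium: Zinc-free HEPES/NaCl buffer with 0.01% Triton X-100 at pH 7.4 / Technique: 405 nm absorbance of p-nitroaniline, reads at 0 and 120 min / Repeats: one well per compound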
PP5 primary: blocks human protein phosphatase 5 activity | P53041 | purified PP5c, OMFP substrate fluorescence | inhibition, % at 6.7 µM | 0.18% of 320,000 active;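 active means inhibition above the campaign's mean inhibition across all tested compounds plus 3 SD, cut at about 9.5% in these data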;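 further: 0% = DMSO only and 100% = 100 µM cantharidin control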
PP1 inh: PP1-alpha (human) inhibition in PP5 counter-screen; purified PP1alpha, OMFP fluorescence; AID 2235; 0.9% of 320,000 active; P62136; inhibition, % at 6.7 µM;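 active means inhibition above the mean inhibition of all tested compounds plus 3 SD, computed separately for each screening campaign, cut at about 15% in these data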
* marks the source's active call; other numbers are inactive results; nt = not tested or not shown.

Start of the listing, in advance, four compounds:
SMILES	PAFAH2 FP inh	CTSL1 counter	core dimer inh	TPT1 inh	proCasp7 act	AHR activator	proCasp3 act	PP5 primary	PP1 inh
COCCNC(=S)NC1CC2CCC(C1)N2Cc1ccccc1 (stereo not given)	0	-2	-4	5	9	0	0	4.0	-4
CCc1cc2c(SCC(=O)c3ccccc3)ncnc2s1	6	19*	3	0	1	29	-17	-1.0	0
O=C(Nc1ccccc1)NC1(C(=O)N2CCN(c3ncccn3)CC2)CCCCC1	-7	1	-4	-3	-7	1	5	-2.5	-3
COc1ccc(C(=O)CSc2nc3[nH]ncc3c(=O)[nH]2)cc1	3	0	-10	0	7	24	7	0.7	0

All compounds of this part, from the start:
SMILES	PAFAH2 FP inh	CTSL1 counter	core dimer inh	TPT1 inh	proCasp7 act	AHR activator	proCasp3 act	PP5 primary	PP1 inh
COCCNC(=S)NC1CC2CCC(C1)N2Cc1ccccc1 (stereo not given)	0	-2	-4	5	9	0	0	4.0	-4
CCc1cc2c(SCC(=O)c3ccccc3)ncnc2s1	6	19*	3	0	1	29	-17	-1.0	0
O=C(Nc1ccccc1)NC1(C(=O)N2CCN(c3ncccn3)CC2)CCCCC1	-7	1	-4	-3	-7	1	5	-2.5	-3
COc1ccc(C(=O)CSc2nc3[nH]ncc3c(=O)[nH]2)cc1	3	0	-10	0	7	24	7	0.7	0
CN(Cc1ccccc1)C(=C(Cl)Cl)/C(=C1/NCCN1C)[N+](=O)[O-]	-5	-1	0	-6	-1	0	1	0.7	-2
Cc1ccc(-n2c(SCC(=O)Nc3cc(C)on3)nc3ccccc3c2=O)cc1	-7	-4	7	2	11	5	3	2.2	-3
Cc1cc(=O)oc2cc(OCC(=O)N3CCN(C(=O)c4ccco4)CC3)ccc12	-3	2	2	-1	12	0	12	-1.7	2
CC(C)(C=O)Cc1cc(C(C)(C)C)c(O)c(C(C)(C)C)c1	-1	-3	19	-3	7	-3	4	2.7	-1
COC(=O)c1ccc(OCC(=O)Nc2ccccc2C(=O)NC2CC2)cc1	1	nt	nt	nt	1	6	8	0.7	1
COc1ccc(OCCCN(C)Cc2ccccc2)cc1	-4	3	1	-4	2	1	14	0.9	0
Cc1ccc(N2CC3=C(C2=O)C(c2ccccc2)NC(=O)N3C)cc1 (stereo not given)	11	-3	-13	3	8	-2	4	1.2	-3
CC(=O)C1=C(O)C(=O)N(c2ccc(O)cc2)C1c1ccccc1F (stereo not given)	4	2	2	1	4	0	-1	-2.4	-2
Cc1ccc(-c2nnn(CC(=O)N3CCC(C)CC3)n2)o1	-6	5	0	0	1	4	7	0.2	1
CC(=O)Nc1c2c(nn1-c1cccc(Cl)c1)CS(=O)C2 (stereo not given)	1	-5	1	1	7	-2	1	0.1	3
Cc1nnc(SCC(=O)NC2CC2)n1CC1CCCO1 (stereo not given)	5	-1	1	0	2	0	8	0.0	-1
N#C/C(=C/c1cn[nH]c1-c1cccc(Br)c1)C(=O)O	6	2	2	-3	3	0	3	-1.0	-3
NC(=O)C1CCN(CC(=O)c2c[nH]c3ccc(F)cc23)CC1	-3	-3	4	4	8	8	0	1.2	-2
CC(C(=O)Nc1ccccc1)N(c1cccc(Cl)c1)S(C)(=O)=O (stereo not given)	-1	0	-1	2	7	-2	2	-1.9	-1
C#CCn1c(=NC(=O)CSC(C)=O)sc2cc(F)ccc21	9	-12	7	-1	10	9	6	2.2	5
CCc1ccc(OCC(=O)NC(C)(C)C)cc1	-1	-1	1	2	11	1	-3	2.7	-1
CC(=O)Nc1ccc(/C=C(\C#N)C(=O)NCc2ccccc2)cc1	-3	-5	-12	0	2	3	-4	0.3	0
O=C(COC(=O)c1cccc(S(=O)(=O)N2CCc3ccccc32)c1)Nc1ccc(Cl)cn1	5	-3	18	1	-11	4	13	2.6	6
c1cncc(-c2nn3cnnc3s2)c1	1	2	2	-3	5	1	4	-0.8	-2
CC(=O)c1ccc(NC(=O)CCn2c(=O)oc3ccccc32)cc1	-1	-3	0	-6	8	9	-4	0.5	0
CN(C)S(=O)(=O)c1cccc(C(=O)Nc2ccc3c(c2)CCC3)c1	-6	0	2	0	7	32	-3	1.1	2

(listing goes on)
SMILES	PAFAH2 FP inh	CTSL1 counter	core dimer inh	TPT1 inh	proCasp7 act	AHR activator	proCasp3 act	PP5 primary	PP1 inh
Cc1cccc(C)c1NC(=O)c1cc(S(=O)(=O)N2CCOCC2)cn1C	-1	0	0	-4	-2	1	3	0.5	-3
S=c1[nH]nc(NCCc2ccccc2)s1	1	-2	-7	-1	-26	3	-13	0.6	-1
Cc1ccc(-c2cc(C)nc3nc(N)nn23)cc1	0	8	-4	2	-7	-5	5	1.3	-2
O=C(CSc1nnc(NC(=O)c2c(F)cccc2F)s1)NCc1ccccc1	-6	5	4	0	-1	-3	3	2.4	0
COCc1cc(C)nc(SCc2ccc([N+](=O)[O-])cc2)c1C#N	4	-4	8	2	3	4	-4	2.2	1
O=C(CSc1c2c(nc3ccc(Cl)cc13)CCCC2)NCCCN1CCOCC1	4	5	1	0	-3	-2	-7	0.3	3
CC1(C)C2CCC(C2)C1(C)NC(=O)CNCC1CCCCC1 (stereo not given)	-1	3	2	-3	5	0	3	1.6	-1
Cc1cc(C)nc(NC(N)=S)n1	2	-1	4	-1	0	10	-3	2.4	-3
COc1cccc(COCCN2CCN(S(=O)(=O)c3ccc(C)cc3)CCC2=O)c1	0	-5	5	0	1	-3	3	0.5	-3
COc1ccc2cc3c(N)nn(C(=O)c4ccc(Cl)c([N+](=O)[O-])c4)c3nc2c1	-5	2	48*	-1	-1	13	-11	2.2	1
Cc1nc(-c2noc(-c3ccc(Cl)cc3)n2)c(C(F)(F)F)o1	4	2	4	1	-11	-3	3	5.0	-3
CC(=O)C1=C(C)OC(N)=C(C#N)C1c1cccc([N+](=O)[O-])c1 (stereo not given)	-1	-7	6	-2	4	3	-2	3.1	-6
CN(C(=O)COC(=O)c1ccc2c(=O)n3c(nc2c1)CCC3)C1CCS(=O)(=O)C1 (stereo not given)	0	1	-4	0	0	-1	5	2.6	0
Cc1ccc(NC(=O)N2CCC(NC(=O)c3ccccc3C)CC2)cc1	0	-1	-4	-5	3	25	8	1.7	-3
Cc1ccccc1OCCn1c(=S)[nH]c2c(N)ncnc21	-6	0	-2	-2	-12	1	-2	-0.1	-3
CCCCNc1nc2ccccc2n1CC(=O)Nc1c(C)cccc1CC	-3	-1	-11	-1	2	2	9	-1.7	-1
CCOC(=O)C1CCN(CC(=O)c2c(C)[nH]c3cc(C)ccc23)CC1	0	-1	7	7	2	32	2	-3.7	-9
COC(C(=O)N/N=C(\C)CC(=O)Nc1ccc(N(C)C)cc1)c1ccccc1 (stereo not given)	7	-6	-8	-4	2	5	-4	0.7	-4
O=c1[nH]c(/C(Cl)=C/c2c(F)cccc2Cl)nc2cc(Cl)ccc12	13	-1	5	-1	-2	58*	-7	0.4	0
C=CCN1C(=O)C(Cc2ccccc2Cl)SC1=Nc1ccc(C(=O)O)cc1 (stereo not given)	-4	5	5	-3	4	1	0	4.1	-1
O=C(Nc1n[nH]c(C(F)(F)F)n1)c1cccs1	0	-1	4	0	-8	1	1	-1.8	-3
COc1ccc(C(=O)OCC[N+]2(C)CCCCC2)cc1	4	-2	-1	-1	-3	2	-1	-0.8	-2
CCCCNC(=O)N(CC)c1c(N)n(Cc2ccccc2)c(=O)[nH]c1=O	9	1	-11	-1	-1	-1	1	3.8	3
Cc1cccc(C)c1NC(=S)N1CCCN(Cc2ccc(F)cc2)C1	-1	-2	-1	3	-5	-2	-3	3.9	-15
COc1ccc(S(=O)(=O)N2CCN(C(=O)CN3C(=O)NC4(CCCC4)C3=O)CC2)cc1	0	-1	2	4	1	-1	-6	1.2	-1

Next section
SMILES	PAFAH2 FP inh	CTSL1 counter	core dimer inh	TPT1 inh	proCasp7 act	AHR activator	proCasp3 act	PP5 primary	PP1 inh
Cc1cc2nsnc2c(S(=O)(=O)NCC(=O)O)c1C	1	1	-2	-4	4	1	-9	0.0	-4
NC(=O)CC(NC(=O)Cc1cccc2ccccc12)c1ccc(NCc2cc(F)ccc2F)c([N+](=O)[O-])c1 (stereo not given)	-14	3	7	6	-6	0	5	-0.9	-2
CNC(=O)c1[nH]cnc1C(=O)Nc1cccc(C)c1	2	nt	nt	nt	15	101*	2	-1.1	-4
O=C(Cn1cnnn1)Nc1cccc([N+](=O)[O-])c1	4	-1	-4	1	2	1	3	1.1	0
Cc1cccc(NC(=O)c2sc(Cl)nc2-c2ccccc2)c1	-2	-3	-15	-2	6	2	-2	1.4	2
CC(NS(=O)(=O)c1ccccc1)C(=O)NCCc1ccccn1 (stereo not given)	-2	-2	-2	0	4	0	0	-3.2	-6
COCCCNC(=O)Cn1c(=O)n(Cc2ccc(F)cc2)c(=O)c2sccc21	3	-2	-13	0	-2	-1	-6	-2.5	3
Cc1cc2c(cc1S(=O)(=O)NCc1ccccc1)NC(=O)CO2	0	0	-1	3	5	-1	9	-0.3	-5
Cc1csc(NC(=O)/C=C/c2ccc(C)o2)n1	-6	2	11	10	-3	21	-1	1.2	1
Cc1nc2c3cc(F)ccc3n(Cc3ccccc3F)c2s1	0	-1	5	1	2	8	3	2.9	1
COc1ccc2c(CC(=O)OCc3nc4ccsc4c(=O)[nH]3)coc2c1	5	nt	nt	nt	6	1	2	nt	nt
O=C(N/N=C/CCc1ccccc1)c1ccc(CN2c3cccc4cccc(c34)S2(=O)=O)cc1	-12	-1	19	1	11	4	0	3.9	5
O=C(CCc1nnc2ccc(NCc3ccco3)nn12)Nc1ccc(F)cc1	12	-1	11	2	-16	3	-6	1.4	2
CCOC(=O)C1CCCN(C(=O)CCCn2nnnc2CN2CCC(C)CC2)C1 (stereo not given)	1	2	-6	0	-4	1	-1	1.6	-1
COc1ccc(CN(C)CC(=O)NC(C)c2ccccc2)cc1OC (stereo not given)	0	4	0	-4	-4	1	-3	-1.5	0
CC(=O)Nc1ccc(S(=O)(=O)N(C)CC(=O)OC(C)C(=O)N(C)Cc2ccccc2)cc1 (stereo not given)	-2	0	4	-2	-2	1	-2	0.1	-1
CCn1c(NC(=O)c2ccc(F)cc2)c2ccccc2nc1=O	-3	2	-1	-1	19	2	-9	0.4	-3
COc1ccc(C(=O)NCC2COc3ccccc3O2)cc1S(=O)(=O)N1CCOCC1 (stereo not given)	0	nt	nt	nt	3	5	8	2.9	-3
CNC(=O)c1c(NC(=O)CCS(=O)(=O)c2ccccc2)sc(C)c1C	-2	-19	4	1	2	1	1	0.6	1
c1ccc2c(c1)NC1(CCCCCC1)n1c-2nc2ccccc21	-2	2	-1	-1	-2	37	2	1.9	0
CNC(=S)Nc1cc(Cl)ccc1Oc1ccccc1	-2	0	-3	1	4	3	3	0.8	0
O=C(C1=C[C@H](c2ccc(C(F)(F)F)cc2)C[C@H](OCCCCO)O1)N1CCN(Cc2ccc3c(c2)OCO3)CC1	-4	1	-4	-4	2	2	6	4.4	0
